# Vif-A3F inh: inhibitors of Vif-A3F interaction | AID 602313 | HeLa A3F-eYFP + Vif (tagged APOBEC3F with the HIV-1 protein that degrades it), YFP fluorescence increase | actives 0.2% (n = 390,000) | Potency, µM (top dose mostly 46.1 µM), inactives show top-dose activity, negative = active; note: potency is the fitted concentration of half-maximal effect; % of control where 0% means no effect; nearly all actives have a fitted effect of over 65% in size
#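 Fluorescence increase (Ex 488/Em 500-530) after overnight compound treatment at 37 deg C flags inhibition of Vif-driven A3F-eYFP loss in stable HeLa A3F-eYFP/Vif cells seeded overnight beforehand.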
# RXFP1 agonist: activates the human relaxin receptor RXFP1; Q9HBX9; HEK293T-RXFP1 cAMP TR-FRET, 30 min; response scale: percent of porcine relaxin response, buffer zero; Potency, µM (top dose mostly 57.5 µM), without a hit: at the highest dose activation, usual class: activators; actives 0.3% (n = 370,000); AID 2676; note: potency is the fitted concentration of half-maximal effect; % is set by controls: 0 for no effect and ±100 for the full control effect; nearly all actives have a fitted effect of over 60% in size; many of its hits are not listed in these tables
#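 HEK293 cells stably expressing RXFP1, treated 30 min at 37C with compounds plus PDE4 inhibitor Ro 20174; cAMP measured by HTRF TR-FRET. Normalized to buffer and 29 nM porcine relaxin; EC50 by Hill fit.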
# LDHA block: blocks human lactate dehydrogenase A | P00338 | purified LDHA, NADH/diaphorase-resazurin fluorescence; active compounds read low | activity change, % (values are at about 110 or 230 µM) | actives 0.15% (n = 480,000); in the data active = activity change below about -30%; inconclusive = mostly about -25% to -30%;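 note: plate controls were DMSO wells for no effect and wells without enzyme for full effect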
#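 Enzyme activity of human lactate dehydrogenase 5 (2 nM; 0.06 mM NADH, 0.2 mM pyruvate, 5 min, RT) is measured via a resazurin/diaphorase fluorescence readout of residual NADH.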
# Glioma ERSR ind: ER stress response induction in glioma | U87-MG GRP78 promoter luciferase reporter, 16 h | Potency, µM, for the others: top-dose activation, usual class: activators | actives 0.02% (n = 420,000) | AID 602332; note: potency is the fitted concentration of half-maximal effect; series mostly up to about 76 µM; % of control where 0% means no effect; nearly all actives have a fitted effect of over 35% in size
#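 Stably transfected U87-MG human glioma cells carrying a GRP78-based luminescent sensor were seeded at 1000 cells/well, pin-dosed with compounds and incubated 16 h. Luciferase reagent was then added, and end-point luminescence was read after 10 min at room temperature.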
# TrxR1 substrate: substrates of rat thioredoxin reductase 1. O89049. purified TrxR1 substrate turnover, NADPH consumption readout. Potency, µM (top dose mostly 114 µM), for the others: at the top dose activity change, negative = substrate turnover. actives 0.01% (n = 390,000); note: potency is the fitted concentration of half-maximal effect; % is set by controls: 0 for no effect and ±100 for the full control effect; nearly all actives have a fitted effect of over 50% in size
#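 Rat TrxR1, dispensed at 90 nM, was prereduced with 400 uM NADPH (final) for 5 min at ~22 deg C, then incubated with compound 15 min before 400 uM selenite. A first-read NADPH fluorescence drop versus no-compound background flagged substrates.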
# IDH1 R132H inh: inhibitors of human mutant IDH1 R132H; O75874; IDH1-R132H enzyme, NADPH consumption, diaphorase/resazurin fluorescence; Potency, µM (top dose mostly 76.6 µM), without a hit: top-dose activity change, negative = inhibition, hits mostly inhibitors; actives 0.093% (n = 390,000); AID 602179; note: potency is the fitted concentration of half-maximal effect; % is set by controls: 0 for no effect and ±100 for the full control effect; nearly all actives have a fitted effect of over 65% in size
# Target sequence (O75874 whole entry R132H, stated change not applied): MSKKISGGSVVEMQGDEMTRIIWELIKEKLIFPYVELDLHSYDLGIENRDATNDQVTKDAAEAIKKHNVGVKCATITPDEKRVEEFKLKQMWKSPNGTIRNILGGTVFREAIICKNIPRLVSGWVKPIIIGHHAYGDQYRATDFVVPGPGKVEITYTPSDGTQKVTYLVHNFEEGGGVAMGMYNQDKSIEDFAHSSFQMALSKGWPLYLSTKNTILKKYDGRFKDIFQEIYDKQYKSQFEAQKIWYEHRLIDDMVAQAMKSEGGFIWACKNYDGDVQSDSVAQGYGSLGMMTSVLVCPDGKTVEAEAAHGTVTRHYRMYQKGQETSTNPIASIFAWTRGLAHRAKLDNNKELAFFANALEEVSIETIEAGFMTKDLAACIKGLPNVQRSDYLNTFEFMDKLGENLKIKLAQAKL
#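 IDH1-R132H (0.5 ug/mL) preincubated 30 min with compound, then NADPH (0.016 mM) and alpha-KG (2 mM) added; 80 min at RT, pH 7.5. Remaining NADPH coupled via diaphorase/resazurin to fluorescence (540/590 nm); concentration-response curves normalized to no-enzyme control.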
# PI4K2A inh: PI4K2A (human) kinase inhibition | Q9BTU6 | purified PI4K2A, ADP-Glo luminescence, 1 h; active compounds read low | activity change, negative = inhibition, % at 76.9 µM | actives 0.13% (n = 420,000); in the data active = activity change below about -50%; inconclusive = mostly about -30% to -49%;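 note: -100% = wells without enzyme as full effect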
# Target sequence (Q9BTU6 whole entry, looked up): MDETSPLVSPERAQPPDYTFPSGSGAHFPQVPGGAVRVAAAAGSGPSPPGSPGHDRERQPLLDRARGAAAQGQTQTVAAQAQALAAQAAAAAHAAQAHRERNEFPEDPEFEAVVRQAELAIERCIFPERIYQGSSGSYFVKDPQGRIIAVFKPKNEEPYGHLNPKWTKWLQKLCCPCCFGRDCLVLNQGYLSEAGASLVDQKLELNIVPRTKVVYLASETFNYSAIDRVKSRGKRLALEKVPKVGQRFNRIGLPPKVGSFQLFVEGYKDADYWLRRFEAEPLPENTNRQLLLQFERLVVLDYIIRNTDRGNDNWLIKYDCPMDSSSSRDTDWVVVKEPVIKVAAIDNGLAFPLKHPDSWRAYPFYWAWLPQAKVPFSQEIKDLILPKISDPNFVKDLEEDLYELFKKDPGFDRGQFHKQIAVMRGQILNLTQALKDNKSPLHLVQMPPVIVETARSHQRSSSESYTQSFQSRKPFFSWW
#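 In this quantitative HTS, ADP production by PI4K2A was quantified luminescently after 1 h at ambient temperature; 100 microM adenosine served as plate-quality control.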
# Vif-APOBEC3G blk: inhibitors of Vif-APOBEC3G interaction. actives 0.076% (n = 410,000). AID 602310. HeLa A3G-eYFP + Vif (tagged APOBEC3G with the HIV-1 protein that degrades it), YFP fluorescence, overnight. Potency, µM (doses to about 46.1 µM), for inactives: top-dose activity, negative = active, actives largely listed as inhibitors;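 note: potency is the fitted concentration of half-maximal effect; % is set by controls: 0 for no effect and ±100 for the full control effect; nearly all actives have a fitted effect of over 60% in size; hits raise eYFP signal because A3G escapes Vif-driven loss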
#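 HeLa cells stably expressing Vif and C-terminally eYFP-tagged A3G, seeded overnight at 37 deg C, then exposed to compound by pintool overnight at 37 deg C. Rise in yellow fluorescence (Ex 488/Em 500-530, Acumen) marks blocked Vif-driven A3G degradation.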
# USP1-UAF1 inh: blocks the human USP1/UAF1 deubiquitinase complex. O94782. recombinant USP1/UAF1, Ub-Rhodamine cleavage fluorescence. actives 0.23% (n = 390,000). Potency, µM (top dose mostly 57.1 µM), inactives show at the top dose activity change, negative = inhibition, usual class: inhibitors; note: potency is the fitted concentration of half-maximal effect; % is set by controls: 0 for no effect and ±100 for the full control effect; nearly all actives have a fitted effect of over 60% in size; inactives centre near -12
#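 In this screen, compounds sit with the deubiquitinase complex (1nM) for 15 min at room temperature before Ub-Rho is added at 150nM final. Fluorescence rise is then followed for 6 reads every 60 seconds.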
# An asterisk follows results filed as active; ? = inconclusive; . = not tested or not shown; & = joins results of further samples; [ ] = remark or other dose. Unless noted, calls come from the whole dose curve; as a rule, active = well fitted curve in the direction sought with a large enough effect; inconclusive = small, poorly fitted or top-dose-only effect, or another doubt; inactive = no such curve, though single readings can be large; an effect the other way counts as inactive or inconclusive.
SMILES,Vif-A3F inh,RXFP1 agonist,LDHA block,Glioma ERSR ind,TrxR1 substrate,IDH1 R132H inh,PI4K2A inh,Vif-APOBEC3G blk,USP1-UAF1 inh
CC(=O)Nc1ccc(Nc2nc(-c3sc(C)nc3C)cs2)cc1,-6%,3.7%,-10&3,-1%,-8%,3%,0,-12%,-1%
Cc1onc(-c2ccccc2)c1C(=O)N/N=C/c1cc(Br)c(O)c(Br)c1,0%,0.4%,-3,-1%,-7%,7%,-6,-13%,-10%
Cc1ccc(S(=O)(=O)Nc2cccc(/C=C/C(=O)O)c2)cc1,-2%,-3.6%,5,0%,-7%,4%,0,-1%,1%
COc1ccccc1Nc1nc(N)nc(CSC(=S)N2CCCCC2)n1,1%,0.0%,-6,2%,-15%,-3%,2,0%,-16%
O=C1CC(c2cccc(O)c2)c2c(nc(SCc3ccccc3F)[nH]c2=O)N1 (centres undefined),-5%,-0.7%,6,-1%,-1%,-1%,-5,-2%,-8%
COc1cc(/C=C2\SC(=S)N(NC(C)=O)C2=O)ccc1OC(=O)c1ccco1,?,.,1,3%,-12%,0%,4,0%,-17%
Clc1cccc(-c2nc(NCc3cccnc3)c3ccccc3n2)c1,-14%,3.8%,2,-1%,-2%,-2%,4,0%,-22%
CCN(CC)C(=O)C1CCN(C(=O)c2oc3ccc(C)cc3c2C)CC1,-2%,4.2%,2,-1%,-9%,6%,0,2%,-15%
Cc1ccc2c(c1)c1c(c(=O)n(-c3ccccc3C)c(=O)n1CC(=O)c1ccc(Cl)cc1)n2C,-6%,?,1,2%,8%,13%,-1,-4%,?
CCOC(=O)C(=CNc1cc(Cl)c(-c2ccco2)c(Cl)c1)C(=O)OCC,8%,-0.9%,-1,-3%,5%,-3%,2,0%,-1%
CCOc1ccc(C(=O)NCC(c2ccc3c(c2)OCO3)N2CCN(C)CC2)cc1 (centres undefined),0%,1.3%,-12,-3%,5%[57.1 µM],35%[activator],0,1%,-22%
COc1ccc(CN2CCN(Cc3c[nH]c4ccccc34)CC2)cc1OC,-11%,.,-32*,-3%,.,7%,0,0%,9%
CC(C)(C)[C@H]1C=C(C(=O)NC2CC2)O[C@@H](OCc2ccc(CO)cc2)C1,7%,1.3%,0,-5%,-8%[57.1 µM],13%,-2,3%,0%
CC(CN1CCCCC1)OC(=O)c1cc2ccccc2o1 (centres undefined),-6%,-0.4%,-7,-1%,-5%,1%,0,2%,1%
COc1ccc(NC(=O)NNC(=O)c2ccc3ccccc3c2O)cc1OC,0%,7.8%,5,-5%,52%[activator],-8%,4,-17%,-11%
COc1ccc(NC(=O)Cn2nnc(C(=O)NCc3ccc4c(c3)OCO4)c2N)c(OC)c1,4%,-0.1%,-11,-8%,-2%,-7%,6,-3%,-20%
COc1ccc(CCNC(=O)c2cc3c(=O)n4ccccc4nc3n(CCCN3CCOCC3)c2=N)cc1OC,-2%,8.0%,2,1%,13%,-6%,-1,0%,-24%
O=C(CSc1ncccc1C(=O)Oc1ccccc1Cl)Nc1ccc(C(F)(F)F)cc1Cl,0%,1.1%,-2,3%,5%[57.1 µM],-5%,-12,-3%,17%
COc1cccc(CNC(=O)CCc2nc(-c3ccc(C)cc3)no2)c1,0%,0.4%,-7,0%,3%,-20%,2,0%,?
Cc1cccc(N2NC(=O)/C(=C/c3ccc(-c4ccc(Cl)c(C(=O)O)c4)o3)C2=O)c1,-4%,0.2%,-3,-6%,-2%[57.1 µM],11%,2,0%,-22%
COc1ccc(NC(=O)N2CCc3ccccc3C2)c(OC)c1,7%,0.2%,-3,2%,5%,4%,-1,0%,-15%
O=C(C1CCN(Cc2nc(Cc3cccc(F)c3)no2)CC1)N1CCOCC1,-7%,-2.1%,-2,-5%,-1%[57.1 µM],4%,0,1%,1%
CC1=NN(C(=O)CSCc2ccccc2)C(O)(c2ccccc2)C1 (centres undefined),1%,-0.4%,-16,0%,-5%,-2%,-3,4%,-6%
O=C(CN1C(=O)COc2ccc(S(=O)(=O)N3CCCC3)cc21)N1CCN(c2ccccc2)CC1,2%,-0.8%,-5,-5%,3%,21%,-1,2%,?
CCc1cccc(NC(=O)Cn2cccc2)c1,-11%,-0.8%,-5,-2%,5%,10%,-6,-1%,-16%
O=C(NCC(=O)N(c1cccnc1)C(C(=O)NC1CCCC1)c1ccccc1F)c1ccco1 (centres undefined),-2%,5.6%,-3,-3%,7%[0.0914 µM],-17%,-3,0%,-8%
CN(C)S(=O)(=O)c1cccc(NC(=S)NNC(=O)c2cc3ccccc3cc2O)c1,5%,1.2%,7,4%,0%,-2%,2,1%,-26%
O=C(Nc1ccccc1Cl)OCc1cncs1,1%,2.8%,-1,4%,8%,17%,1,1%,-13%
CC(=O)c1c(C)nc2ccccn12,-1%,4.8%,-8,3%,4%,-8%,4,1%,-8%
CC(=O)N(c1ccc(C)cc1)C1C=CS(=O)(=O)C1 (centres undefined),-7%,1.4%,-11,-1%,-9%,-20%,-2,-5%,7%
Cc1ccc2c(c1)N(CCC(=O)NCc1ccccn1)C(=O)CO2,-1%,1.3%,-10,-1%,10%,9%,-2,-3%,-4%
Oc1ccc(O)c(C=NNC(=S)NC2CC3CC2C2C=CCC32)c1 (centres undefined),-1%,.,-2,3%,.,12%,5,-16%,-19%
CCc1nc2nc(C)cc(Nc3cc(Cl)ccc3OC)n2n1,-3%,-1.1%,-1,-4%,2%,-13%,1,-1%,6%
O=C(CNC(=O)c1ccc(Br)o1)NNC(=O)c1n[nH]c(=O)c2ccccc12,5%,2.7%,-12,-1%,1%,5%,2,-2%,-13%
Cc1cc(C)n(-c2cc(N3CCN(S(=O)(=O)c4ccc5ccccc5c4)CC3)ccc2[N+](=O)[O-])n1,1%,-1.9%,-3,5%,-5%[57.1 µM],6%,2,-11%,-23%
CCOC(=O)c1c(NC(=O)COC(=O)c2cnccn2)sc(C)c1C,-27%,.,-7,0%,-4%,3%,-1,-12%,-13%
O=C(NNC(=O)c1ccc(S(=O)(=O)N2CCCCC2)cc1)c1ccc(F)cc1,-15%,0.9%,-6,-4%,4%,9%,2,-1%,-5%
O=C(COC(=O)Cn1cnc2ccccc2c1=O)NCCC1=CCCCC1,-8%,3.4%,-6,-3%,1%,-9%,-2,1%,1%
CCCc1cc(C(=O)Nc2c(C)n(C)n(-c3ccccc3)c2=O)no1,3%,0.2%,-1,-1%,0%,-2%,0,0%,?
CCN(CC(=O)NCc1ccc(Cl)cc1)C(=O)CSc1cc(C)ccc1C,6%,-0.7%,-17,-1%,-5%,-10%,4,-1%,-8%
COc1ccc(CNC(=O)C(C)OC(=O)CO/N=C(\C)c2ccc3c(c2)OCO3)cc1 (centres undefined),-8%,0.0%,-11,-2%,7%[57.1 µM],16%,1,0%,-5%
COCc1cc(=O)c2ccccc2o1,1%,.,1,-4%,5%,-1%,0,-3%,-16%
CCN(CCCNC(=O)c1nn(C)c2c1CS(=O)(=O)c1ccccc1-2)Cc1ccccc1,5%,-3.4%,-12,-5%,-11%,-7%,4,0%,-5%
O=C(NCC12CC3CC(CC(C3)C1)C2)c1cc2nc(-c3ccc(F)cc3)cc(C(F)(F)F)n2n1,5%,0.2%,2,0%,1%[57.1 µM],-13%,-2,1%,-15%
COc1ccc(Cl)cc1NC(=O)CCN1CCN(Cc2ccccc2)CC1,-8%,3.9%,-2,-7%,-11%,-5%,-2,2%,-12%

# Profiles, quoted from the list.
# Listed for COCc1cc(=O)c2ccccc2o1 = Vif-A3F inh = 1%; RXFP1 agonist = .; LDHA block = 1; Glioma ERSR ind = -4%; TrxR1 substrate = 5%; IDH1 R132H inh = -1%; PI4K2A inh = 0; Vif-APOBEC3G blk = -3%; USP1-UAF1 inh = -16%
# Listed for O=C(NCC12CC3CC(CC(C3)C1)C2)c1cc2nc(-c3ccc(F)cc3)cc(C(F)(F)F)n2n1 = Vif-A3F inh = 5%; RXFP1 agonist = 0.2%; LDHA block = 2; Glioma ERSR ind = 0%; TrxR1 substrate = 1%[57.1 µM]; IDH1 R132H inh = -13%; PI4K2A inh = -2; Vif-APOBEC3G blk = 1%; USP1-UAF1 inh = -15%

# Following part:
SMILES,Vif-A3F inh,RXFP1 agonist,LDHA block,Glioma ERSR ind,TrxR1 substrate,IDH1 R132H inh,PI4K2A inh,Vif-APOBEC3G blk,USP1-UAF1 inh
COc1ccc(Cl)cc1C=CC=NNC(=O)c1ccncc1,15%,.,-3,-6%,2%[57.1 µM],5%,3,1%,-16%
CC(C)Oc1ccccc1OC1(C)CCN(Cc2ccc(OC(F)(F)F)cc2)C1 (centres undefined),.,.,8,-4%,.,.,-3,-4%,.
CNc1nc2c(C)cccn2c(=O)c1C=NCc1ccccc1,-9%,1.8%,-2,-3%,13%[57.1 µM],1%,4,-1%,-26%
Cc1cn([C@H]2C[C@H](O)[C@@H](/C=C/C(=O)NCCCc3ccccc3)O2)c(=O)[nH]c1=O,.,.,-8,2%,.,.,1,1%,.
Cc1ccc(NC(=O)c2ccc(CSc3nnc(C)s3)cc2)c(C)c1,0%,-0.6%,-2,1%,-7%,2%,0,1%,-8%
COc1ccc(N2CCN(C(CNC(C)=O)c3ccco3)CC2)cc1 (centres undefined),-6%,-1.7%,-1,-5%,4%,-4%,10,-2%,-5%

# High-throughput results: PubChem BioAssay, National Center for Advancing Translational Sciences (NCATS)

# Only part of the results is shown; count on the stated rates, not on these rows.
